Bioassay records deposited in PubChem by several laboratories.
Redox H2O2 prof – compounds producing H2O2 with reducing agent – biochemical, NIH compound library profiling, artefact control for MLSCN library redox annotation, primary screen; AID 878, 2007; DTT-dependent redox cycling H2O2, phenol red/HRP absorbance; 100% = 100 µM peroxide control, 0% = buffer; 200,000 compounds, 0.03% hits; activation, % at 10 µM;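 active = activation of at least 50% relative to the plate's high and low controls in the primary single-dose screen; inactive = activation below 50%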;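 also: compound incubated with DTT at 0.8 mM final as the reducing agent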
S1P3 antag – S1P3 receptor antagonists, primary screen, cell-based; inhibition, % at 4.98 µM; 170,000 compounds, 0.27% hits; Sphingosine 1-phosphate receptor 3 (Homo sapiens), Q99500; CHO S1P3 NFAT-BLA reporter, FRET fluorescence, antagonist mode;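 active = inhibition above the plate cutoff, the mean inhibition of test wells on that plate plus 3 SD, cut at about 28% in these data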;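 also: cells challenged with S1P at its EC80 of 0.8 µM; blue over green emission ratio from cleaved BLA substrate after 4 h stimulation; 0% = S1P-stimulated wells and 100% = unstimulated DMSO-only wells; some compounds past the cut are filed as inactive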
HMGR II inh – inhibitors of E. faecalis class II HMGR, primary screen, biochemical, Enterococcus faecalis. purified E. faecalis HMGR, NADPH absorbance 340 nm kinetic. 190,000 compounds, 0.41% hits. AID 1066, 2008. inhibition, % at 10 µM. HMG-CoA reductase (Enterococcus faecalis, mvaE);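 active = inhibition above a set limit, the median over all tested compounds plus 3 SD, cut at about 9.5% in these data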;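 also: enzyme runs in reverse so mevalonate oxidation gives rising NADPH absorbance; 0% = complete reaction with DMSO and 100% = background rate lacking mevalonate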
PPARg SRC1 recr – PPARgamma agonists recruiting SRC-1 coactivator, primary screen, biochemical; Peroxisome proliferator-activated receptor gamma (Homo sapiens), P37231; PPARgamma-SRC-1 coactivator recruitment biochemical assay; activation, % at 8 µM; 200,000 compounds, 0.41% hits; AID 631, 2007; in the data active = activation above about 19%;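 also: 0% = DMSO and 100% = reference agonist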
Target sequence (P37231 whole entry, looked up): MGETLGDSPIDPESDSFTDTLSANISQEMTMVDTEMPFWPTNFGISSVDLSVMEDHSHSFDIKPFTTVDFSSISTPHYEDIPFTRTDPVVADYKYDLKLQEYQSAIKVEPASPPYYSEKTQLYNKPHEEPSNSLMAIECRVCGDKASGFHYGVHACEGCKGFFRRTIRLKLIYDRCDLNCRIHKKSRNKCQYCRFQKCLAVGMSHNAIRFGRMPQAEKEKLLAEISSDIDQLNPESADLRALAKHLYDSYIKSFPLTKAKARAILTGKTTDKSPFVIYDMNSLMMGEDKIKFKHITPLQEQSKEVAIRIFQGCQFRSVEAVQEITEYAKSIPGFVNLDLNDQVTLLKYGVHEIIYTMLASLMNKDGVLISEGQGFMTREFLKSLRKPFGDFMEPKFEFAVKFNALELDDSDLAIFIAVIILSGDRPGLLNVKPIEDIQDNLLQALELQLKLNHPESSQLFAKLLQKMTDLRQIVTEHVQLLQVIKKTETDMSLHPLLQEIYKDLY
PPARg SRC2 recr – agonists of PPARg-SRC-2 recruitment, primary screen, biochemical, HTS; PPARgamma LBD-SRC-2 recruitment; activation, % at 8 µM; 200,000 compounds, 0.34% hits; in the data active = activation above about 22%;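 also: 0% = vehicle and 100% = reference agonist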
ROMK mod – ROMK potassium channel modulators, primary screen, cell-based, thallium flux, MLSMR library. ATP-sensitive inward rectifier potassium channel 1 (Homo sapiens), P48048. Tet-inducible ROMK, thallium flux fluorescence; actives lie on both sides. B-score at 10 µM. 130,000 compounds, 2% hits. AID 1918, 2009;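 active = signal ratio slope over the read window, or its plate-corrected B-score, at least 3 SD from the plate mean, either direction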;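 also: B-score of the F/F0 ratio slope over 7 to 12 s after thallium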
Target sequence (P48048 whole entry, looked up): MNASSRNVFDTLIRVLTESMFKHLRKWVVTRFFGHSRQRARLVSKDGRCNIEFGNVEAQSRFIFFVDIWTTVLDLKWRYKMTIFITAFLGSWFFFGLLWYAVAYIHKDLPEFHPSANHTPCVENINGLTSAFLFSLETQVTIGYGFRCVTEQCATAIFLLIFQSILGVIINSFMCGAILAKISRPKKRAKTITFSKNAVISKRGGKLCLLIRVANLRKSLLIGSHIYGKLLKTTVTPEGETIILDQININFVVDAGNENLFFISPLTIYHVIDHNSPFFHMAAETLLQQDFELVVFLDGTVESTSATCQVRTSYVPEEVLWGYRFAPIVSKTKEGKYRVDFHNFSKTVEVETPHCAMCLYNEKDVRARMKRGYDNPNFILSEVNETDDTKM
bIAP inh – bovine intestinal alkaline phosphatase inhibitors, primary screen, selectivity assay for TNAP inhibitor project, biochemical, bovine IAP, CDP-star luminescence; purified bovine IAP, 30 min; inhibition, % at 20 µM; 190,000 tested, under 10 active; alkaline phosphatase, intestinal [Bos taurus];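 active = over 50% inhibition of intestinal alkaline phosphatase at 20 µM in the single-dose screen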
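Incubation: 30 min reaction at room temperature / Material: purified bovine intestinal alkaline phosphatase (IAP) enzyme / Input: enzyme at 1/65,000,000 dilution / Dosing: 20 µM single dose / Signal: CDP-star luminescence signal / Reagent: CDP-star chemiluminescent phosphatase substrate, 30 µM final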
PPARg SRC-3 ag – PPARgamma agonists recruiting SRC-3 coactivator, primary screen, biochemical; Peroxisome proliferator-activated receptor gamma (Homo sapiens), P37231; biochemical PPARgamma/SRC-3 coactivator recruitment assay; activation, % at 8 µM; 200,000 compounds, 0.26% hits; in the data active = activation above about 23%;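 also: 0% = DMSO and 100% = reference agonist; some compounds past the cut are filed as inactive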
RAM inhibit – inhibitors of the yeast RAM network, primary screen, dse1pr::URA3 reporter, 5-FOA selection; S. cerevisiae dse1pr::URA3 reporter, 5-FOA growth OD615, 2 d; analog-sensitive cbk1-as2 kinase mutant strain; 190,000 compounds, 1.8% hits; inhibition, % at 50 µM; AID 868, 2007;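 active = inhibition above a set limit, 3 SD over mean compound inhibition, cut at about 8.4% in these data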;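 also: 0% = DMSO-only wells with no growth and 100% = 10 µM 1-NA-PP1 full growth; inhibition rescues growth on 5-FOA so higher OD means more RAM inhibition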
SRC2 TRFRET art – TR-FRET signal artefacts, primary screen, artefact control for PPARgamma SRC-2 agonist project, biochemical; TR-FRET artefact counter-screen; stronger effect = higher value; TR-FRET ratio at 8 µM; 200,000 compounds, 0.4% hits; AID 1049, 2008; in the data active = TR-FRET ratio above about 2000; also: inactives centre near 1500
Lmaj promast – Leishmania major promastigote growth inhibition, primary screen; Leishmania major promastigotes, resazurin fluorescence viability; inhibition, % at 10 µM; 200,000 compounds, 9% hits; AID 1063, 2008; in the data active = inhibition above about 50%;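 also: promastigotes grown with compound for 44 hours at 28 °C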
Numbers without * were called inactive; . = not tested or not shown.

SMILES | Redox H2O2 prof | S1P3 antag | HMGR II inh | PPARg SRC1 recr | PPARg SRC2 recr | ROMK mod | bIAP inh | PPARg SRC-3 ag | RAM inhibit | SRC2 TRFRET art | Lmaj promast
COCC(C)n1c(C)cc(C(=O)COC(=O)CCc2nc3ccccc3c(=O)[nH]2)c1C (stereo not drawn) | 0.4 | 3 | -10 | 5 | -5 | -0.54 | -9 | -2 | 2.4 | 1246 | 6
O=C(CCNS(=O)(=O)c1cccc2nsnc12)NC1CCN(Cc2ccccc2)CC1 | 0.3 | . | -1 | -1 | 2 | -0.073 | 4 | -6 | -0.1 | 1306 | -3
Cc1[nH]n(-c2ncc(-c3ccccc3)s2)c(=O)c1C(c1ccc(Br)cc1)C(C#N)C#N (stereo not drawn) | -0.1 | 21 | -2 | 1 | 2 | . | 8 | 1 | 11* | 1532 | 81*
Cc1ccc(OCC(=O)N2CCN(C(=O)c3ccncc3)CC2)cc1 | 0.5 | -6 | -11 | 3 | 2 | -0.18 | -4 | 1 | 1.0 | 1626 | -2
c1cc2c(cn1)cnc1cscc12 | -0.2 | -9 | -1 | -8 | 3 | 2.6* | 5 | -4 | -0.1 | 1373 | 19
CCOC(=O)Nc1ccc([N+](=O)[O-])cc1C | 0.3 | 4 | -9 | 2 | -6 | . | 7 | -1 | 1.1 | 1360 | -5
O=Cc1c(Sc2ccccc2)nc2ccccn2c1=O | 0.0 | . | -2 | 1 | 8 | 1.2 | 10 | 2 | 2.9 | 1574 | 40
COc1ccc(C(C)=O)cc1COC(=O)c1ccc(S(=O)(=O)N2CCOCC2)cc1 | 0.1 | 20 | -3 | -3 | 9 | 1.8 | 3 | 2 | 4.2 | 1379 | -6
CCn1nnc(-c2ccccc2NC(=O)C(F)(F)F)n1 | 1.9 | -16 | -5 | 3 | 3 | 0.1 | 7 | -2 | -0.1 | 1360 | -2
O=C1c2ccccc2NC(c2ccc(-c3cccc(Cl)c3)o2)N1O (stereo not drawn) | -0.6 | . | -8 | -7 | -9 | -2.8 | 0 | -3 | 0.1 | 1586 | 40
O=C(CSc1nnnn1C1CCCCC1)NNC(=O)c1ccco1 | -0.2 | -11 | -8 | 0 | 5 | -0.16 | -34 | 6 | 0.6 | 1620 | -9
COc1ccccc1Nc1nc(N)nc(CSc2nnc(C)s2)n1 | 30 | -25 | -3 | 3 | 14 | 0.89 | -1 | 8 | 0.8 | 1517 | -3
CN1CCCN(C(=O)/C=C/c2ccc(Cl)cc2Cl)CC1 | -2.2 | -14 | -5 | 5 | 1 | 0.22 | 8 | -3 | 0.1 | 1600 | 99*
O=C(O)c1cc(-c2cc3ccccc3o2)nn1-c1ccccc1 | -1.8 | 6 | -9 | 6 | 1 | -0.077 | 2 | 6 | 2.2 | 1778 | 8
COc1cc2ccccc2cc1-c1nnc(COc2ccccc2)o1 | -1.1 | -45 | -6 | 1 | -1 | . | -7 | -4 | 2.5 | 1589 | -5
O=C(Nc1ccn(Cc2ccccc2)n1)c1cccc(F)c1 | 0.7 | -12 | -4 | 0 | 3 | 1 | -11 | 0 | 0.0 | 1643 | -6
CCCCc1c(C)nc2ccc(Br)cc2c1SCCC#N | 0.0 | 5 | 0 | 7 | 14 | . | 16 | 13 | 0.1 | 2017* | 9
O=C(NCc1nc2ccccc2[nH]1)C1=C[C@@H](c2ccc(Br)cc2)C[C@@H](OCc2ccc(CO)cc2)O1 | 0.1 | 9 | 1 | -5 | -2 | . | -22 | -2 | -0.8 | 1510 | 78*
Cc1sc(C(C2C(=O)CC(C)(C)CC2=O)C2C(=O)CC(C)(C)CC2=O)cc1[N+](=O)[O-] | -0.2 | -10 | -7 | -3 | 6 | -0.17 | 9 | 0 | 0.5 | 1455 | 43
CCOC(=O)c1c(-c2cccs2)csc1NC(=O)CNCCN1CCOCC1 | 0.1 | . | -1 | 1 | 2 | -1.3 | -52 | 6 | -1.1 | 1482 | 19
CCOC(=O)C1CCCN(Cc2cc(=O)oc3cc(C)ccc23)C1 (stereo not drawn) | -1.3 | -5 | -1 | 3 | -3 | -0.95 | 6 | 0 | 4.0 | 1505 | 1
Cc1cccc(C(=O)Nc2cc(=O)n(C)c(=O)n2C)c1 | -2.6 | -7 | -15 | 2 | 3 | . | 13 | 2 | 0.5 | 1642 | -7
COc1cc(NC(=O)c2ccccc2-c2ccccc2)cc(OC)c1 | 0.1 | 9 | -3 | 3 | 0 | 0.84 | 13 | -3 | 1.5 | 1583 | 2
CC(=O)NCCN1C(=O)C2C3c4ccccc4C(c4ccccc43)C2C1=O (stereo not drawn) | 0.7 | . | -7 | 0 | -8 | . | 2 | -2 | -0.8 | 1448 | 1
Cc1cc(C)c2nc(SCC(=O)Nc3ccc(S(=O)(=O)N4CCCC4)cc3)c(C)cc2c1 | 0.4 | . | -10 | 9 | 2 | -0.021 | 4 | 8 | 2.5 | 1973* | 31
O=C(Nc1nnc(-c2ccccc2F)s1)Nc1ccccc1F | -0.5 | 10 | -4 | 8 | -1 | 0.019 | -8 | 1 | 6.2 | 1522 | -7
O=C(/C=C/c1ccco1)Nc1sc2c(c1C(=O)O)CCC2 | 1.5 | . | 0 | -3 | -1 | . | 6 | 7 | -1.9 | 1441 | -2
CCOC(=O)c1[nH]c2cc(OC)c(OC)cc2c1NC(=O)c1ccc2c(c1)OCO2 | -1.1 | . | -2 | 9 | 4 | 0.31 | 3 | -4 | 6.3 | 1626 | 5
CCOC(=O)c1ccc(-c2c(C(=O)OCC)oc3cc(O)c(CC)cc3c2=O)o1 | 2.4 | -17 | -5 | -6 | 2 | 0.064 | 1 | 1 | 2.5 | 1494 | -3
CCOC(=O)CNC(=O)CSc1nc2sc(C)c(C)c2c(=O)n1C | -0.3 | . | 5 | -6 | 4 | 0.42 | 0 | -7 | 3.5 | 1505 | -3
CCn1cc(C(=O)NCC2COc3ccccc3O2)c2cc(OC)c(OC)cc2c1=O (stereo not drawn) | -3.4 | . | 2 | 7 | 1 | . | 17 | -6 | -0.3 | 1557 | 4
O=C(NCc1cccnc1)C(=O)Nc1nc2ccccc2s1 | -1.2 | -5 | 0 | -2 | 2 | -0.012 | 24 | 2 | -1.0 | 1448 | -1
COc1ccc(Cc2nnc(SCc3c(C)noc3C)n2C2CCCCC2)cc1OC | -0.6 | -4 | -8 | 5 | 3 | -0.56 | 8 | 6 | -1.0 | 1570 | 1
Cc1sc2nc(CN3CCOCC3)nc(NS(=O)(=O)c3ccccc3)c2c1C | 0.2 | . | -1 | 0 | 11 | -0.046 | -8 | 9 | -0.1 | 1570 | -1
COC(=O)N/N=C\c1ccc(-c2cc(Cl)c(Cl)cc2Cl)o1 | 0.0 | -14 | -2 | 2 | 0 | -0.99 | 0 | -2 | 2.1 | 1470 | -3
Cc1nn(C)cc1-c1n[nH]c(=S)n1-c1ccc(F)cc1 | -0.1 | -4 | -2 | 0 | 3 | 1.6 | -3 | -1 | 0.7 | 1557 | -5
Cc1ccc(S(=O)(=O)C2(C(=O)O)CCCC2)cc1C | -1.0 | 4 | -6 | -3 | 3 | . | 10 | -2 | 1.4 | 1454 | 3
Cc1oc(C(C)(C)C)cc1C(=O)Nc1ccc2c(c1)OCCO2 | 3.3 | 4 | -3 | -7 | 0 | . | 10 | -1 | -0.7 | 1406 | 31
CSc1nc2sc3c(c2c(=O)n1C1CCCCC1)CCN(C)C3 | 0.2 | . | -3 | 5 | 4 | -0.35 | -43 | -2 | -0.1 | 1581 | 5
Cc1ccc(CCCOC(=O)C[N+]2(C)CCCC2)cc1 | -0.6 | -12 | 4 | 7 | 10 | 0.12 | -4 | 2 | -0.3 | 1452 | -8
COc1cccc(CN(CC(=O)NCC2CCCO2)C(=O)CCC(=O)Nc2cc(C)on2)c1 (stereo not drawn) | 1.5 | -34 | -3 | 6 | 8 | . | -9 | 2 | 2.6 | 1534 | 2
CCOc1ccc(C(=O)CSc2nnc(N)s2)cc1 | 0.9 | -5 | -2 | -4 | 4 | . | 16 | -3 | 2.9 | 1571 | -3
COc1cc2c(cc1OC)CN(CC(=O)Nc1ccc(C)cc1)CC2 | 0.3 | . | -2 | -1 | -6 | 0.35 | -10 | -9 | 2.6 | 1416 | -4
CC(C)CNS(=O)(=O)c1cc(C(=O)N2CC(C)OC(C)C2)c(Cl)cc1Cl (stereo not drawn) | 1.6 | . | 1 | 1 | 6 | . | -1 | -3 | 0.0 | 1473 | -7
O=C(NC(=S)Nn1cnnc1)c1cccc(Br)c1 | 0.1 | -8 | -1 | 0 | 4 | -0.27 | 16 | 1 | 1.9 | 1649 | -2
COC(=O)c1ccc(COC(=O)c2ccc(S(=O)(=O)N3CCC(C)CC3)cc2)o1 | 0.3 | . | 2 | 21* | 7 | 0.096 | 12 | 7 | 1.5 | 1607 | -5
Cc1ccc(S(=O)(=O)N2CCCCC2)cc1NC(=O)CN1C(=O)CN(C)C1=O | -1.3 | -17 | 1 | 7 | 1 | -0.26 | -31 | 2 | 1.4 | 1658 | -4
CCOC(=O)C1(CC2CC2)CCN(Cc2cnc(-c3ccccc3C)nc2)CC1 | -0.1 | 1 | -7 | 3 | 10 | -0.98 | -6 | 6 | -0.1 | 1683 | 15
Cc1ccc(CNC(=O)C2CCN(S(=O)(=O)c3cnc[nH]3)CC2)cc1 | 0.3 | . | 1 | -1 | 3 | 0.54 | -2 | -11 | 1.3 | 1502 | -4
O=C(Nc1nnc(-c2ccco2)o1)C1CCCCC1 | -1.3 | -41 | 2 | 6 | 4 | . | -4 | 2 | -1.0 | 1732 | 3
O=C(N/N=C/c1cccc(Cl)c1Cl)Nc1ccccc1 | 0.2 | . | 4 | -2 | 1 | 0.24 | 8 | 11 | 2.6 | 1536 | -3
Cc1ccc2cc3c(N)[nH]nc3nc2c1 | 0.1 | -9 | -3 | 5 | 18 | . | 6 | 6 | 3.8 | 1831 | 0
COc1cc(OC)cc(-c2cc3nc(C)c(CCC(=O)NC(C)CCc4ccco4)c(C)n3n2)c1 (stereo not drawn) | 1.7 | 3 | 3 | 5 | 3 | . | 5 | -9 | 3.7 | 1533 | 100*

Rows are unselected; overall some 13% were active at least once.
